# PvdQ acylase: blocks Pseudomonas aeruginosa PvdQ acylase activity | purified PvdQ acylase, fluorescence plate reader | inhibition, % at 10 µM | 340,000 tested, 0.063% active | AID 488965; in the data active means inhibition above about 30%, passing the limit was not always enough;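 further: 0% = vehicle neutral wells and 100% = reference inhibitor wells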
# Tat transport: inhibitors of E. coli Tat protein transport; 340,000 tested, 0.036% active; E. coli MC4100 TorA-mCherry Tat export, fluorescence; inhibition, % at 10 µM;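 active means mean replicate inhibition at least 50% and at least half of replicates individually reaching 50%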;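 further: exported cargo escapes ClpAP degradation while cytoplasmic cargo is degraded and loses fluorescence; 0% = median of neutral control wells and 100% = median of NaSCN control wells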
# PfHsp90 set2: inhibits growth of yeast expressing Plasmodium falciparum Hsp90. AID 504621. S. cerevisiae expressing PfHsp90, BacTiter-Glo ATP, 48 h; yeast lacking PDR1 and PDR3 efflux regulators. 310,000 tested, 0.32% active. inhibition, % at 9.4 µM;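 active means every replicate shows inhibition above about 80%, whatever the replicate mean, limit read from the data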;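 further: 0% = DMSO neutral controls and 100% = 20 µM radicicol positive controls; yeast relying on Plasmodium falciparum Hsp90 in place of its own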
# AddAB inh: less growth of phage-infected E. coli with AddAB. E. coli expressing H. pylori AddAB, absorbance growth. inhibition, % at 11.9 µM. 330,000 tested, 0.29% active; in the data active means inhibition above about 12%;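 further: 0% = vehicle wells of infected cells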
# CAL PDZ inh: blocks peptide binding to human CAL PDZ domain. purified CAL PDZ, TMR-peptide fluorescence polarization, 1 h. inhibition, % at 20 µM. 330,000 tested, 0.02% active. AID 504414;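 active means highest replicate inhibition of at least 40%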;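 further: plate controls were DMSO neutral control wells for no effect and unlabeled competitor peptide control wells for full effect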
#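 Material: tagged CAL PDZ protein CerCALP, purified; buffer or medium: sodium phosphate/NaCl buffer pH 7.4 with TCEP, IgG, Thesit; also added: fluorescent TMR peptide probe; schedule: 1 h incubation at room temperature before polarization reading; technique: fluorescence polarization from S- and P-plane intensities, G-factor corrected; control set: unlabelled peptide and DMSO controls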
# DAGLB inh: diacylglycerol lipase beta (human) inhibition; 340,000 tested, 0.059% active; AID 504411; HEK293T DAGLB membrane lysate, EnzChek fluorogenic substrate; inhibition, % at 5.17 µM; in the data active means inhibition above about 34%;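 further: 0% = enzyme with vehicle and 100% = wells lacking enzyme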
# Target sequence (Q8NCG7 whole entry, looked up): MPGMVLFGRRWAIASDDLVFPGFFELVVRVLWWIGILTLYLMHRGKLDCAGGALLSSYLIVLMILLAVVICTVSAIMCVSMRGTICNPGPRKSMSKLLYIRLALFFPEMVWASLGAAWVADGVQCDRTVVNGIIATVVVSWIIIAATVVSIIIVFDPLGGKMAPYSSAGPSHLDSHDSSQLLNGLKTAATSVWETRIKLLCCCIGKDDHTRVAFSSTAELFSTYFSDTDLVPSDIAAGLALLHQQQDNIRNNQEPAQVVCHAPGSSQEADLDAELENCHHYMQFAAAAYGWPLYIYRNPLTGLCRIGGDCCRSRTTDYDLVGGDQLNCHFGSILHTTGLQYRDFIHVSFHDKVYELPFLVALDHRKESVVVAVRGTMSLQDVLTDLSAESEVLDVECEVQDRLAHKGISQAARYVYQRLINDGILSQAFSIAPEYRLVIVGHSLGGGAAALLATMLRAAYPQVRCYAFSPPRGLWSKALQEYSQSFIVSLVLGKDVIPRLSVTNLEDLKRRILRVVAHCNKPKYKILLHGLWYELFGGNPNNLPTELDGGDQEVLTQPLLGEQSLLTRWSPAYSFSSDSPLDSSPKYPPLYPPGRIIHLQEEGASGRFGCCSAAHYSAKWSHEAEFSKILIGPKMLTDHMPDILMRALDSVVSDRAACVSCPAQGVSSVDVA
# phage Ecoli inh: E. coli growth loss with phage present. inhibition, % at 11.9 µM. growth absorbance. 360,000 tested, 0.26% active. AID 651602; in the data active means inhibition above about 11%
# Rtt109 Vps75: inhibitors of Candida albicans Rtt109/Vps75 histone acetyltransferase; inhibition, % at 34.9 µM; purified Rtt109/Vps75, ThioGlo CoA-SH fluorescence, 4 h; 330,000 tested, 0.16% active;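 active means inhibition of at least 50% in every replicate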
# Target sequence (Q5AAJ8 whole entry, looked up): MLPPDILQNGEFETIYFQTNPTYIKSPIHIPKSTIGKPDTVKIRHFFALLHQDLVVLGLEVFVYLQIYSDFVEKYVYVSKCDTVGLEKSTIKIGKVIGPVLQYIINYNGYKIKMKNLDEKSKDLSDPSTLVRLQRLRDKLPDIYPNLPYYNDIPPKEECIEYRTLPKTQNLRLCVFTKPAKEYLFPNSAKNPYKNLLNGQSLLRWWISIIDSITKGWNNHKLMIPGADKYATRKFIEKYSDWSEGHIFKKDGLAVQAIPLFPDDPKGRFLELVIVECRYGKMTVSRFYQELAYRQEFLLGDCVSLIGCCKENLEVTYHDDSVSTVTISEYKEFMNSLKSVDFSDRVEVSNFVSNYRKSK
# Wnt act: Wnt/beta-catenin pathway activation | Wnt/beta-catenin reporter cell assay, activator, plate reader | activation, % at 9.35 µM | 300,000 tested, 1.2% active; in the data active means activation above about 30%, passing the limit was not always enough;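 further: 0% = neutral control wells and 100% = positive control wells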
# E coli growth: counter-screen for AddAB inhibitors: E. coli growth inhibition | E. coli V3065 growth, OD600 absorbance, 18 h | inhibition, % at 11.9 µM | 330,000 tested, 0.27% active;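 active means inhibition above the campaign's mean inhibition across all tested compounds plus 3 SD, cut at about 9.9% in these data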;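 further: uninfected addAB+ strain grown without phage in ampicillin broth; 0% = DMSO wells and 100% = ciprofloxacin 0.95 µg/ml wells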
# * marks the source's active call; other numbers are inactive results; · = not tested or not shown.
SMILES,PvdQ acylase,Tat transport,PfHsp90 set2,AddAB inh,CAL PDZ inh,DAGLB inh,phage Ecoli inh,Rtt109 Vps75,Wnt act,E coli growth
COCCN(C(=O)c1c(C)noc1C)c1c(N)n(CC(C)C)c(=O)[nH]c1=O,-18,-5,-23,1.4,0.1,-3,-0.2,1,-2,0.7
O=C(Cc1cccs1)N/N=C/C=C/c1ccccc1,-2,-3,-53,1.3,-3.3,0,2.7,-19,-1,-1.5
CC(=O)Nc1ccccc1C(=O)C(=O)Nc1cccc(C(=O)NCc2ccccc2)c1,0,4,-13,3.9,-0.6,0,0.1,1,12,0.0
CC(CNS(=O)(=O)c1ccc2c(c1)CC(=O)N2C)c1ccccc1 (stereo unspecified),1,-3,3,-0.3,-1.1,3,4.0,15,-4,1.4
Cc1noc(C)c1COc1ccc(CC(=O)NCCc2ccccc2)cc1,-18,2,26,0.8,-0.2,-3,2.2,-10,-1,2.9
CCCN(C(=O)COC(=O)CCOc1ccccc1C)c1c(N)n(Cc2ccccc2)c(=O)[nH]c1=O,-13,4,7,-3.0,1.1,0,0.3,3,-4,-0.1
COc1cccc2[nH]c(C(=O)NCc3ccccc3)cc12,4,9,20,1.2,0.8,-1,1.4,-1,1,-2.4
CCc1ccccc1NC(=O)c1cc([N+](=O)[O-])ccc1N1CCOCC1,-7,-3,-4,2.3,-0.6,4,3.1,3,2,0.6
COC(=O)c1sc(-c2ccc(C(C)(C)C)cc2)cc1NC(=O)COCC(=O)O,-2,16,8,-0.3,-2.8,·,-0.9,15,5,-0.4
O=C(NCC(NS(=O)(=O)OCC(Cl)(Cl)Cl)c1ccccc1)C(F)(F)F (stereo unspecified),-2,-2,3,3.0,0.6,-3,3.4,8,0,0.2
Cc1cc(C)c(S(=O)(=O)Nc2ncn[nH]2)c(C)c1,-10,3,-11,·,-0.1,-2,0.4,-2,0,·
CCC(=O)N(Cc1cc(=O)[nH]c2ccccc12)c1ccccc1OC,-12,-8,-6,-0.3,-1.9,-1,2.5,-4,0,-0.1
COc1ccc(C2=NOC(Cn3nc(C(=O)NCc4ccc(C)cc4)cc3-c3ccccc3)C2)cc1 (stereo unspecified),-8,9,9,0.8,-0.8,-6,3.7,1,-4,1.5
CN(Cc1c(C(=O)N(C)Cc2ccccc2)nc2ccccn12)CC1Cc2ccccc2O1 (stereo unspecified),-23,-2,-3,0.4,0.2,-4,0.1,2,-3,1.3
CC(NC(=O)c1cc2cc(Br)ccc2oc1=N)c1ccccc1 (stereo unspecified),-7,2,16,-0.8,-2.1,-1,2.5,-5,0,0.2
O=C(Nc1ccccc1)OC1CC2CC1C1CCCC21 (stereo unspecified),-1,5,-46,-0.8,-2.1,-10,-3.4,5,-1,-1.4
CCOC(=O)C1CCN(C(=O)COc2cccc3ccccc23)CC1,-22,-3,-37,1.0,-1.2,-5,3.3,-7,2,-1.3
COc1ccc(C(=O)OCCCOC(=O)c2ccc(OC)cc2OC)c(OC)c1,-10,3,-4,1.1,-0.8,-3,2.6,-4,0,1.4
CCN(CC)C(=O)N1CCN(S(=O)(=O)c2ccc(C)cc2)CC1,-13,-1,·,-1.6,-0.6,-4,2.6,-6,·,-1.7
COc1ccc(OC)c(NC(=O)CS(=O)(=O)Cc2ccccc2)c1,-12,-4,1,·,28,-1,3.4,-2,-1,·
CC(=O)C1=C(C)NC(SCC(=O)c2ccc(Cl)cc2Cl)=C(C#N)C1c1ccco1 (stereo unspecified),3,6,-23,2.8,-1.5,-3,0.7,·,·,-0.4
COC(=O)/C=C/c1ccc(-n2cncn2)cc1,10,-7,-25,2.5,-1.9,0,2.0,·,2,-0.6
C=CCNC(=O)C1CCN(c2ccc(S(=O)(=O)N3CCOCC3)cc2[N+](=O)[O-])CC1,-9,-5,-8,1.5,0.3,-1,2.8,-2,-1,0.7
CCN1c2ccccc2NC2N=C(OC)C(c3ccccc3)C21 (stereo unspecified),-5,-9,·,-1.7,-2.3,8,·,-4,·,-2.5
Cc1ccc(NC(=O)C2(NC(=O)c3ccccn3)CCCCC2)cc1Br,8,4,-8,4.5,-0.1,-5,5.5,14,·,1.3

# 4 records picked at random from the list so far:
SMILES,PvdQ acylase,Tat transport,PfHsp90 set2,AddAB inh,CAL PDZ inh,DAGLB inh,phage Ecoli inh,Rtt109 Vps75,Wnt act,E coli growth
O=C(Nc1ccccc1)OC1CC2CC1C1CCCC21 (stereo unspecified),-1,5,-46,-0.8,-2.1,-10,-3.4,5,-1,-1.4
CC(CNS(=O)(=O)c1ccc2c(c1)CC(=O)N2C)c1ccccc1 (stereo unspecified),1,-3,3,-0.3,-1.1,3,4.0,15,-4,1.4
COc1ccc(OC)c(NC(=O)CS(=O)(=O)Cc2ccccc2)c1,-12,-4,1,·,28,-1,3.4,-2,-1,·
CC(NC(=O)c1cc2cc(Br)ccc2oc1=N)c1ccccc1 (stereo unspecified),-7,2,16,-0.8,-2.1,-1,2.5,-5,0,0.2

# Next structures
SMILES,PvdQ acylase,Tat transport,PfHsp90 set2,AddAB inh,CAL PDZ inh,DAGLB inh,phage Ecoli inh,Rtt109 Vps75,Wnt act,E coli growth
c1ccc(CN2CCN(Cc3c[nH]c4ccccc34)CC2)cc1,-12,-7,18,0.7,-1.2,3,1.4,-3,8,-2.9
Cc1ccc(-n2c(C)cc(/C=C3\SC(=O)NC3=O)c2C)cc1,-17,-3,8,-2.7,-0.1,4,1.1,-1,18,-0.4
CC(Oc1ccccc1)C(=O)Nc1nnc(S(=O)(=O)N(C)c2ccccc2)s1 (stereo unspecified),9,6,-19,0.9,-2.7,5,4.1,6,-1,2.7
CC(C)(CNC(=O)c1ccc(NS(=O)(=O)c2ccc(F)c(F)c2)cc1)N1CCOCC1,-22,1,-2,1.8,-1.4,2,-0.1,-6,-2,2.1
O=C(COC(=O)c1ccc(F)c(S(=O)(=O)N2CCOCC2)c1)NCCc1ccccc1,16,5,·,3.1,0.6,-3,1.0,3,0,0.1
COc1ccc(CNC(=O)CCn2cccc2)cc1,-8,1,·,1.1,-2.4,-2,4.1,-1,-7,-1.4
O=C(c1ccco1)N1CCN(C(=O)c2[nH]ncc2[N+](=O)[O-])CC1,8,-3,-12,0.7,-0.8,-5,4.5,-1,-3,1.1
CC(=O)N1CCN(C(=O)c2ccc(NS(=O)(=O)c3ccc4c(c3)OCCO4)cc2)CC1,-16,-7,10,2.6,0.3,-1,3.5,-2,-1,-1.6
COc1ccc2c(c1)CCCN2S(=O)(=O)c1ccc(Cl)cc1,-12,6,-18,1.3,-2.3,-6,0.6,0,-1,0.3
COc1ccc2c(c1)CCCC2=O,-12,-2,-7,·,-0.3,-1,0.8,-1,-2,·
COc1ccccc1-c1nnc(SCC(=O)N2CCCC2)o1,-5,-4,-7,2.0,-1.5,-1,3.2,-3,2,0.6
CCNc1nc(N)nc(Oc2ccc(OCc3ccccc3)nn2)n1,2,-3,-4,-1.1,·,-3,0.7,11,-3,0.9
COc1cc(/C=C2\SC(=O)N(Cc3ccc(F)cc3)C2=O)cc([N+](=O)[O-])c1O,-12,-7,-122,·,0.6,5,5.2,-4,0,·
CCCCSc1cc(C)nc(N)n1,-14,-1,-8,1.2,-2.7,-3,0.0,-2,19,0.6
O=S(=O)(Cc1nnnn1-c1ccc(Br)cc1)c1ccc(F)cc1,-8,4,-20,0.6,-2.0,0,2.4,1,-3,2.1
Cc1ccc(SCC(=O)NCCN2C(=O)CSC2=O)c(C)c1,-9,0,9,0.8,-3.6,-2,5.5,5,-2,-2.4
Cc1ccc(S(=O)(=O)c2nnn3c2nc(N2CCOCC2)c2ccccc23)c(C)c1,3,-6,57,1.8,-3.5,-4,2.4,-32,-1,-0.2
Cc1cccc(NC(=O)Cc2ccc(NC3=NC4CS(=O)(=O)CC4S3)cc2)c1 (stereo unspecified),-13,2,6,1.2,-1.5,1,0.9,-5,0,-0.3
COC(=O)c1ccc(C(=O)OC)c(NC(=S)N2CCN(c3ccccc3)CC2)c1,8,18,·,-0.9,-1.1,-4,0.3,9,·,-0.2
Cc1occc1-c1nnc(SCC(=O)N2c3ccccc3CCc3ccccc32)n1C,-7,-2,-38,-0.9,0.3,-1,0.4,2,·,-1.8
O=C(CCc1nnc(Cc2ccc(-c3ccccc3)cc2)o1)NCCc1cccnc1,-12,-4,-2,-0.1,-0.1,0,-1.6,-2,1,2.3
COc1ccc(NC(=S)N2CCN(Cc3ccco3)CC2)c(OC)c1,1,13,-24,0.5,-0.2,2,3.0,-2,·,-1.9
COc1ccccc1N1CCN(C(=O)c2ccc3c(c2)CCN3S(=O)(=O)c2ccccc2)CC1,0,-4,23,0.3,-0.4,2,-0.8,24,-2,-2.1
O=C(Nc1ccccc1N1CCN(c2ccccc2)CC1)c1ccccc1F,10,7,-11,2.8,·,-15,2.9,0,-28,-0.7
O=C(Cn1cnc2ccccc2c1=O)N1CCN(c2ccccc2)CC1,-11,-1,-3,-0.7,-0.5,-1,-0.3,-7,-3,-1.2

# Continued.
SMILES,PvdQ acylase,Tat transport,PfHsp90 set2,AddAB inh,CAL PDZ inh,DAGLB inh,phage Ecoli inh,Rtt109 Vps75,Wnt act,E coli growth
Cc1cc(C)n(CC(=O)NC2CCCc3c2cnn3-c2ccc(C)c(C)c2)n1 (stereo unspecified),-7,2,-11,0.2,-1.2,2,2.5,1,9,-3.1
Cc1ccc(C)c(CSc2nc3[nH]ncc3c(=O)[nH]2)c1,-17,-10,3,3.3,-3.2,2,3.0,-2,-20,0.9
CC(C)N(Cc1cnn(C)c1)Cc1nc(Cc2ccccc2Cl)no1,2,3,5,-0.9,-1.5,-2,1.2,29,-2,-0.4
CC1CC(=O)N(c2ccc(NCc3ccc(Cl)cc3)c([N+](=O)[O-])c2)C1=O (stereo unspecified),-12,-6,-9,-0.4,-2.9,7,2.5,-1,-1,-1.6
COC(=O)CSc1nnc(-c2sc3ccccc3c2Cl)o1,7,4,0,1.6,-3.6,-12,2.5,1,·,-2.5
COc1ccc(-c2c(C#N)c(N)nc3sc(C(=O)c4ccc(C)cc4)c(N)c23)cc1,-27,1,-7,-1.4,0.1,1,0.1,6,·,-1.2
O=C(NCCO)c1ccc(Oc2ccc(C(F)(F)F)cc2[N+](=O)[O-])cc1,-30,5,-8,1.0,0.4,0,3.7,4,·,-2.6
CCOC(=O)c1sc(NC(=O)CSc2n[nH]c(-c3ccncc3)n2)c(C#N)c1C,1,-10,5,2.1,-4.3,2,1.9,-6,-6,-1.1
COc1cc(-n2c(=O)c3ccccc3n(Cc3cccc(F)c3)c2=O)cc(OC)c1OC,-1,-2,-15,0.3,-2.4,-3,-0.1,-4,-4,4.5
CN(C)S(=O)(=O)c1ccc(N2CCCC2)c(C(=O)N2CCN(c3ccc([N+](=O)[O-])cc3)CC2)c1,1,-2,18,2.2,-1.6,1,2.7,4,-9,0.4
CC(C)c1nc2sc3c(c2c(=O)[nH]1)CC(C)(C)OC3,-13,-6,-9,·,-0.3,-2,-0.9,-5,3,·
Cc1ccc(-c2nc3ncccc3o2)cc1NC(=O)c1ccco1,-11,-8,-7,1.1,-2.5,-3,2.2,0,·,-0.9
CCOC(=O)C(NCc1ccccc1OC)(NC(=O)c1ccccc1)C(F)(F)F (stereo unspecified),-11,7,-6,0.6,-0.5,-2,1.4,-4,-5,-2.0
COc1ccc(C(CNC(=O)c2cccc(S(=O)(=O)N3CCCC(C)C3)c2)N(C)C)cc1 (stereo unspecified),-12,6,4,0.9,-0.5,-1,0.9,5,9,1.1
CCCc1cc(=O)oc2c(C)c3occ(C)c3cc12,1,-4,-50,-1.2,-0.3,-9,2.3,12,-2,0.2

# From PubChem

# This is a random part of the collection; overall some 1.9% were active at least once.
